Compound activity as filed in PubChem BioAssay.
KCC2 mod – KCC2 cotransporter modulators, thallium flux, primary screen, cell-based, HEK293 KCC2, FluoZin-2 fluorescence, MLSMR; KCC2 cells, thallium flux FluoZin-2 fluorescence; Solute carrier family 12 member 5 (Homo sapiens), Q9H2X9; B-score of Tl+ flux slope (higher = more flux/activation; lower = inhibition) at 10 µM; AID 1456, 2008; hit rate 2.2% among 190,000;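 active = thallium flux slope and its plate-corrected score both differing from the plate sample mean at a set confidence after two filtering rounds, in either direction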;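 note: slope of fluorescence scaled to starting intensity during 10 to 20 s after thallium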
Target sequence (Q9H2X9 whole entry, looked up): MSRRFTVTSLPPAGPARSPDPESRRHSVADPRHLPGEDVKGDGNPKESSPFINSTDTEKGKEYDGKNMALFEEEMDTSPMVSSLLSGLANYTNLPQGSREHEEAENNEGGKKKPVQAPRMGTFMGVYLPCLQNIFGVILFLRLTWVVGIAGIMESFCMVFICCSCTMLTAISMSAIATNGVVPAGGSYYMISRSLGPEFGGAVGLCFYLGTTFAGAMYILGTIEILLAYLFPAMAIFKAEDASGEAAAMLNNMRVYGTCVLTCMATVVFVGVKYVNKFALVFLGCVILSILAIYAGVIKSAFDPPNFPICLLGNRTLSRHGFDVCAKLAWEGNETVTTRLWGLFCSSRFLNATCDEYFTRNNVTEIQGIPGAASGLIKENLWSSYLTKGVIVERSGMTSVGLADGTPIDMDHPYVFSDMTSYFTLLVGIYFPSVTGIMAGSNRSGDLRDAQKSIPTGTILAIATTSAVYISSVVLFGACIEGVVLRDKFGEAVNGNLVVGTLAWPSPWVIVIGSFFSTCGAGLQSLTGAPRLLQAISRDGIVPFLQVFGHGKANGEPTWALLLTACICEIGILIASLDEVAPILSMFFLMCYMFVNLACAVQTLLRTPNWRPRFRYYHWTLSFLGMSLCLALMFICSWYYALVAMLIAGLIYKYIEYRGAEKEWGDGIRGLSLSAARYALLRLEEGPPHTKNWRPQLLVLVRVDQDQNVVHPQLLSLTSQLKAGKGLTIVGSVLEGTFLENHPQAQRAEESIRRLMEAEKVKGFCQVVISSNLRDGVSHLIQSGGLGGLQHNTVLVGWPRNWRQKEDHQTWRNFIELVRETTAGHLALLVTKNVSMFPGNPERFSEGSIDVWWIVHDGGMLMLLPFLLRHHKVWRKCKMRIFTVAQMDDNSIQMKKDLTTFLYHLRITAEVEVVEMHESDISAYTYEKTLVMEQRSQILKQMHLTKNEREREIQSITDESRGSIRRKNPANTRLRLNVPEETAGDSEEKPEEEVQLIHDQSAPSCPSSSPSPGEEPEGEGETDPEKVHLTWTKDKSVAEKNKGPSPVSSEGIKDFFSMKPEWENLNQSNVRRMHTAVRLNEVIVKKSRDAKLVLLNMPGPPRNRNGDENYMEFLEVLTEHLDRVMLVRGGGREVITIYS
TRPN1 ag – zebrafish TRPN1 channel agonists, primary screen, cell-based, HEK293, calcium fluorescence; HEK293 zebrafish TRPN1-YFP, Fluo-8 calcium fluorescence; 100% = response to 87 µM carbachol; activation, % at 3 µM; hit rate 0.18% among 220,000;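 active = activation above its plate's cutoff, the mean activation of test wells on that plate plus 3 SD, cut at about 19% in these data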;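 note: 0% = DMSO alone and 100% = 87 µM carbachol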
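Material: zebrafish TRPN1-YFP in HEK293 cells. Doses: one dose of 3 µM, 0.3% DMSO. Incubation: dye 1 h 37 °C plus 30 min RT. Measured by: intracellular calcium fluorescence with Fluo-8.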
Furin inhibitor – human furin inhibitors, primary screen, biochemical, fluorescence intensity. P09958. purified furin, fluorogenic substrate cleavage. inhibition, % at 30 µM. hit rate 0.061% among 220,000. AID 463115, 2010; in the data active = inhibition above about 25%; note: inactives centre near -15
TRPML3 ag – human TRPML3 channel agonists, primary screen, cell-based, HEK293 TRPML3-YFP, Fluo-8 calcium fluorescence, 3 µM | AID 1448, 2008 | 100% = the carbachol control signal | activation, % at 3 µM | Mucolipin-3 (Homo sapiens), Q8TDD5 | hit rate 0.29% among 220,000;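 active = activation above its plate's cutoff, the mean activation of the plate's test wells plus 3 SD, cut at about 12% in these data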;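 note: 0% = DMSO only wells and 100% = carbachol wells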
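Material: HEK293 cells stably carrying human TRPML3-YFP; compound dosing: single dose, 3 µM final nominal compound, 0.3% DMSO final; incubation: 1-h 37 °C dye load, 5-s basal, 120-s post-compound reads; technique: Fluo-8 intracellular calcium fluorescence, excitation 470-495 nm, emission 515-575 nm; read-out basis: percent activation from peak-to-basal fluorescence ratio, scaled between DMSO and carbachol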
m-calpain inh – inhibitors of pig calpain II, primary screen, biochemical, fluorogenic peptide substrate, 1536-well; AID 1236, 2008; hit rate 0.37% among 220,000; inhibition, % at 16 µM; purified calpain II, 30 min;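 active = inhibition above about 50%, limit read from the data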
PPC-1+TRAIL kill – compounds killing PPC-1 cancer cells with TRAIL present, primary screen, TRAIL potentiator project, ATPLite luminescence, uHTS | PPC-1 cells + TRAIL, ATPLite viability luminescence | cell killing (% activity), % at 4 µM | hit rate 0.41% among 220,000 | AID 1443, 2008;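 active = cell killing above 50% in the first pass at 4 µM, then a duplicate retest at 5 µM averaging 50% or more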;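 note: plate controls were cells with TRAIL plus DMSO for no effect and medium-only wells lacking cells for full effect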
thrombin 1536 – human alpha-thrombin inhibitors, primary screen, counter-screen for coagulation protease inhibitor project, biochemical, 1536-well, fluorogenic AMC substrate; inhibition, % at 5 µM; hit rate 0.26% among 220,000; Boc-VPR-AMC fluorogenic substrate cleavage; Prothrombin (Homo sapiens), P00734; AID 1046, 2008;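 active = inhibition at or above 40%; inactive = inhibition below 40%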;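 note: 0% = enzyme with no compound and 100% = wells without enzyme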
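System – human alpha-thrombin · Medium – pH 7.5 Tris (50 mM) with NaCl 150 mM, Tween 20 0.05% · Compound – single-point dosing at 5 µM, 0.2% DMSO · Incubation – enzyme reaction carried out at room temperature · Technique – fluorescence of released AMC, ex 355 nm, em 460 nm · Read-out basis – % inhibition of thrombin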
EBV gp42 inh – Epstein-Barr virus gp42 inhibitors, primary screen, biochemical, uHTS, fluorescence polarization; Fluorescence polarization binding assay, mP read-out; inhibition, % (tested at 21.74 µM); Glycoprotein 42 (Epstein-Barr virus (strain AG876)), Q1HVG2; hit rate 0.42% among 220,000; AID 1085, 2008; in the data active = inhibition above about 50%
Tb hexokinase – Trypanosoma brucei hexokinase 1 inhibitors, primary screen, biochemical, G6PDH-coupled NADH absorbance, MLSCN library; hit rate 0.11% among 220,000; AID 1430, 2008; recombinant TbHK1, G6PDH-coupled NADH A340; hexokinase 1 [Trypanosoma brucei]; inhibition, % at 10 µM;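 active = inhibition of 50% or more in the single-dose primary screen; inactive = inhibition below 50%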
The depositor's hits bear a star; i = inactive; x = no result given; [ ] = another dose, or the depositor's remark.

1. Nc1nc(SCc2nnc(SCC(=O)O)n2-c2ccccc2)nc2sc3c(c12)CCCC3
2. Cc1ccc(C(=O)Oc2cccc(NC(=O)c3ccco3)c2)cc1S(=O)(=O)N1CCC(C)CC1
3. O=C(Nc1cccc2ccccc12)N1CCN(Cc2ccccc2)CC1
4. COCC(=O)Nc1cccc(C(F)(F)F)c1
5. Cc1cccn2cc(COc3ccc(-c4ccccc4)cc3)nc12
6. O=C1C2CCCN2C(c2ccccc2F)N1c1ccc(F)cc1 (stereo not drawn)
7. Cc1nn(-c2ccccc2)c(Cl)c1/C=C(\C#N)C(=O)NC(C)C
8. OCCC1CN(Cc2nc(-c3ccccc3)cs2)CCN1CCc1ccccc1 (stereo not drawn)
entry no. | 1 | 2 | 3 | 4 | 5 | 6 | 7 | 8
KCC2 mod | 1.3 | -0.47 | -3.4 | 0.39 | -0.72 | x | -0.7 | -3.5
TRPN1 ag | -1.5 | -0.5 | 1.5 | 0.3 | 0.1 | 1.0 | -0.4 | 0.6
Furin inhibitor | -21[20 µM] | -20[20 µM] | -12 | -21[20 µM] | -20 | -17 | -14 | -28
TRPML3 ag | 0.6 | 0.2 | 0.7 | 0.9 | 0.1 | 0.6 | 0.1 | 1.1
m-calpain inh | -20 | -44 | -22 | 14 | -177 | -15 | -5 | -3
PPC-1+TRAIL kill | -6 | -8 | 10 | 18 | x | 3 | 4 | 4
thrombin 1536 | -3 | -10 | 4 | -2 | 0 | -3 | -9 | -3
EBV gp42 inh | 1 | -2 | -16 | 0 | -7 | -19 | -20 | -4
Tb hexokinase | -14 | -12 | 0 | -1 | 4 | -15 | 13 | -5

2 of these compounds, set out differently:
# | smiles | KCC2 mod | TRPN1 ag | Furin inhibitor | TRPML3 ag | m-calpain inh | PPC-1+TRAIL kill | thrombin 1536 | EBV gp42 inh | Tb hexokinase
1 | Nc1nc(SCc2nnc(SCC(=O)O)n2-c2ccccc2)nc2sc3c(c12)CCCC3 | 1.3 | -1.5 | -21[20 µM] | 0.6 | -20 | -6 | -3 | 1 | -14
2 | Cc1ccc(C(=O)Oc2cccc(NC(=O)c3ccco3)c2)cc1S(=O)(=O)N1CCC(C)CC1 | -0.47 | -0.5 | -20[20 µM] | 0.2 | -44 | -8 | -10 | -2 | -12

(continued)
9. O=C1C2CCCN2C(c2ccccc2)N1c1ccc(Cl)cc1 (stereo not drawn)
10. CCNC(=O)C1CC(=O)N(Cc2ccc3c(c2)OCO3)C(=Nc2ccc(F)cc2)S1 (stereo not drawn)
11. Cc1cc(-c2cc(C(=O)NCc3ccccc3)on2)nc(NCC2CC2)n1
12. O=C(CSc1ncccc1-c1nc2ccccc2[nH]1)N1CCN(c2ccccc2F)CC1
13. COc1ccc(NC(=O)C2(c3cccs3)CCOCC2)cc1
14. CC(C)(CO)Nc1ccc([N+](=O)[O-])cc1[N+](=O)[O-]
15. CCOC(=O)CNC(=O)CSc1nc2cccnc2n1Cc1ccccc1
16. COC(=O)c1ccc(NC(=O)COc2ccc([N+](=O)[O-])cc2)cc1
entry no. | 9 | 10 | 11 | 12 | 13 | 14 | 15 | 16
KCC2 mod | -0.085 | 0.013 | -1.3 | -4* | 0.19 | 0.68 | 0.71 | 0.066
TRPN1 ag | -0.7 | -0.4 | x | -0.7 | -1.6 | 1.0 | -0.6 | 0.0
Furin inhibitor | -11[20 µM] | 32*[20 µM] | -29 | -21 | -6 | -9[20 µM] | -9 | -6
TRPML3 ag | 0.8 | 0.0 | x | 0.2 | 0.5 | -0.1 | 0.0 | -0.2
m-calpain inh | 1 | -10 | -3 | -35 | 5 | 19 | 21 | 0
PPC-1+TRAIL kill | 8 | -4 | 10 | 12 | 16 | 2 | -3 | 25
thrombin 1536 | -1 | -12 | 2 | -2 | -3 | 3 | -4 | 4
EBV gp42 inh | -15 | -10 | -7 | -2 | -2 | -17 | 2 | -18
Tb hexokinase | 4 | -1 | -18 | 1 | -6 | -27 | 0 | -7

17. Cc1cnc(CN(C)Cc2nc(Cc3cccc(C(F)(F)F)c3)no2)[nH]1
18. CN1CCN(C(=O)c2ccc3c(c2)OCCO3)CC1
19. Cc1nc([N+](=O)[O-])c(Br)n1Cc1ccc(Cl)c(Cl)c1
20. Cc1ccc(C(=O)c2ccc(C)cc2)cc1
21. COc1ccc2nc(/C=N/NC(=O)[C@H](C)NC(=O)OC(C)(C)C)ccc2c1
22. COCc1[nH]nc2c1C(c1cc(OC)c(O)c(OC)c1)C(C#N)=C(N)O2 (stereo not drawn)
23. COc1cc(OC)cc(C(=O)Nc2cc(-c3cn4cccnc4n3)ccc2C)c1
24. CCCn1ncc(/C=N/O)c1C
entry no. | 17 | 18 | 19 | 20 | 21 | 22 | 23 | 24
KCC2 mod | 0.24 | 0.17 | 0.13 | -1.4 | 0.4 | 0.32 | 0.27 | 0.66
TRPN1 ag | -0.7 | 0.7 | 1.3 | 0.0 | -0.2 | 2.0 | -0.6 | 1.7
Furin inhibitor | -7 | -22[20 µM] | -8 | -27 | -27 | -15 | -26 | -12
TRPML3 ag | 0.4 | 0.6 | 1.0 | 0.8 | 0.8 | 0.9 | 0.2 | 0.2
m-calpain inh | -8 | -13 | -36 | 10 | i | 6 | i | 14
PPC-1+TRAIL kill | 14 | 2 | 29 | 19 | -4 | 12 | 9 | 5
thrombin 1536 | 1 | -1 | -2 | -3 | -9 | 1 | -11 | -9
EBV gp42 inh | -15 | -12 | -3 | -12 | -22 | -35 | -7 | -8
Tb hexokinase | 5 | -5 | -10 | -1 | -2 | -12 | -9 | -2

25. N#C/C(=C\c1c(N2CCC(C(N)=O)CC2)nc2ccccn2c1=O)S(=O)(=O)c1ccccc1
26. CCCN(/C=N/c1sc2c(c1C#N)CCCCC2)CCC
27. Cc1nc2ccccc2n1CC(O)COCC1CC=CCC1 (stereo not drawn)
28. On1nnc2ccc3ccccc3c21
29. COc1ccc(/C=C2\SC(=S)N(N3CCOCC3)C2=O)c(OC)c1
30. CCCOCC(O)CC(Cc1ccccc1)C(=O)NN (stereo not drawn)
31. CS(=O)(=O)N(CC(=O)NCc1ccccc1Cl)Cc1ccccc1
32. Cc1cccnc1NC(=O)c1cc2c(=O)oc3ccccc3c2s1
entry no. | 25 | 26 | 27 | 28 | 29 | 30 | 31 | 32
KCC2 mod | 0.51 | 0.086 | -0.63 | 0.0096 | 0.68 | 0.77 | -0.71 | -0.31
TRPN1 ag | 0.9 | 0.1 | 5.0 | -0.2 | 2.3 | -0.1 | -0.5 | -1.4
Furin inhibitor | -15 | 0[20 µM] | -17[20 µM] | -17 | -10 | -16 | 10[20 µM] | -5
TRPML3 ag | 0.3 | -0.1 | 2.6 | 0.6 | -0.4 | -0.5 | -0.7 | 0.7
m-calpain inh | -5 | 1 | -22 | -17 | 4 | -24 | 16 | -55
PPC-1+TRAIL kill | 17 | -7 | 7 | 20 | 10 | 14 | 18 | 2
thrombin 1536 | 4 | 0 | -5 | -10 | 3 | -9 | -5 | -17
EBV gp42 inh | 4 | -10 | -5 | -1 | -41 | -9 | -11 | -18
Tb hexokinase | -8 | 1 | -8 | -1 | -8 | -5 | 9 | 35

33. C=CCOc1cc(OC)c(OC)c(OC)c1
34. Cc1cc(NC(=O)CCCN2C(=O)c3cccc4cccc(c34)C2=O)no1
35. CCn1c(-c2ccc(N(C)C)cc2)nc2ccccc21
36. CCN1CCN(CCCNC(=O)CCc2nc(-c3ccc(OC)cc3)no2)CC1
37. CC/S(CC1CC1(Cl)Cl)=N\S(=O)(=O)c1ccc(C)cc1 (stereo not drawn)
38. CN(CCO)C(=O)c1ccc(-c2nn(C)c(=O)c3ccccc23)cc1
39. O=C(Oc1coc(CSc2nnc(NC(=O)C3CC3)s2)cc1=O)c1ccccc1
40. Cc1ccc(C(=O)N2CCN(S(=O)(=O)N3CCOCC3)CC2)cc1
entry no. | 33 | 34 | 35 | 36 | 37 | 38 | 39 | 40
KCC2 mod | 0.068 | 1.2 | -1.9 | -0.28 | x | -0.77 | 0.13 | x
TRPN1 ag | 0.2 | 0.6 | -1.8 | -0.3 | -1.4 | 1.6 | 0.9 | -0.1
Furin inhibitor | -20 | -12 | 17 | -22 | -18[20 µM] | -18 | -13 | -24
TRPML3 ag | 0.8 | -1.0 | -1.3 | 0.6 | 0.8 | 0.4 | -0.9 | 0.2
m-calpain inh | 24 | -20 | x | -27 | -52 | 1 | 15 | -26
PPC-1+TRAIL kill | 11 | -10 | 60*[5 µM] | 19 | 3 | 23 | 22 | -4
thrombin 1536 | -5 | -9 | 3 | 2 | -5 | -1 | -5 | 2
EBV gp42 inh | -1 | 2 | x | 4 | 6 | -9 | -7 | -2
Tb hexokinase | 2 | -22 | 23 | -2 | -6 | -11 | 1 | -7

Single records, as listed above. Screens in order: KCC2 mod, TRPN1 ag, Furin inhibitor, TRPML3 ag, m-calpain inh, PPC-1+TRAIL kill, thrombin 1536, EBV gp42 inh, Tb hexokinase
CN(CCO)C(=O)c1ccc(-c2nn(C)c(=O)c3ccccc23)cc1 across the screens: -0.77, 1.6, -18, 0.4, 1, 23, -1, -9, -11
Cc1ccc(C(=O)N2CCN(S(=O)(=O)N3CCOCC3)CC2)cc1 across the screens: x, -0.1, -24, 0.2, -26, -4, 2, -2, -7

Remaining list, next part:
41. COc1ccccc1N1CCN(C(=O)C(F)F)CC1
42. O=C(c1ccc([N+](=O)[O-])cc1[N+](=O)[O-])N1CCCC1
43. O=C(CSc1nc2ccccc2c(=O)n1-c1ccc(F)cc1)Nc1ccc2c(c1)CCC2
44. Cn1c(N)c(C(=O)CSc2nc3ccccc3c(=O)n2CCCN2CCOCC2)c(=O)n(C)c1=O
45. O=S(=O)(c1ccc(Cl)cc1)N1CCN(C(=S)Nc2ccc(F)c(Cl)c2)CC1
46. Cc1cc(Cl)c(S(=O)(=O)N2CCN(c3ccc(F)cc3)CC2)cc1OCC(N)=O
47. CCc1cc(C(=O)c2ccc(OC)cc2)c(NC(=O)CC(C)(C)CC(=O)O)s1
entry no. | 41 | 42 | 43 | 44 | 45 | 46 | 47
KCC2 mod | x | 0.94 | -0.55 | 0.23 | -0.11 | 1.6 | -0.89
TRPN1 ag | 0.8 | 1.5 | -0.3 | 2.2 | 0.1 | -0.2 | -0.6
Furin inhibitor | -19 | -21 | 15 | -9 | -20 | -17[20 µM] | -8
TRPML3 ag | 0.8 | 0.2 | 0.2 | 0.1 | 0.3 | 2.1 | -0.4
m-calpain inh | -13 | 0 | -20 | 7 | 3 | 9 | -19
PPC-1+TRAIL kill | 3 | x | 24 | 2 | 1 | 10 | 2
thrombin 1536 | 2 | -11 | -7 | -18 | 1 | -2 | -2
EBV gp42 inh | -5 | -3 | 1 | -2 | 2 | 6 | -9
Tb hexokinase | 2 | -5 | -3 | -2 | 1 | 4 | -28
